FBW7 activator – activators of human E3 ligase FBW7. AlphaScreen FBW7–phospho-cyclin E peptide binding, activator screen. normalized activity (activation), % at 26.1 µM. 650,000 tested, 0.13% active; in the data active means normalized activity above about 1.9%;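 further: purified mutant Fbw7 with reduced substrate affinity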
GPR151 ag – activates the human receptor GPR151; Q8TDV0; PathHunter beta-arrestin GPR151 cells, luminescence; activation, % at 11.2 µM; 650,000 tested, 1% active; AID 1508602; in the data active means activation above about 4.9%;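 further: 0% = median of compound wells and 100% = cells with positive control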
Target sequence (Q8TDV0 whole entry, looked up): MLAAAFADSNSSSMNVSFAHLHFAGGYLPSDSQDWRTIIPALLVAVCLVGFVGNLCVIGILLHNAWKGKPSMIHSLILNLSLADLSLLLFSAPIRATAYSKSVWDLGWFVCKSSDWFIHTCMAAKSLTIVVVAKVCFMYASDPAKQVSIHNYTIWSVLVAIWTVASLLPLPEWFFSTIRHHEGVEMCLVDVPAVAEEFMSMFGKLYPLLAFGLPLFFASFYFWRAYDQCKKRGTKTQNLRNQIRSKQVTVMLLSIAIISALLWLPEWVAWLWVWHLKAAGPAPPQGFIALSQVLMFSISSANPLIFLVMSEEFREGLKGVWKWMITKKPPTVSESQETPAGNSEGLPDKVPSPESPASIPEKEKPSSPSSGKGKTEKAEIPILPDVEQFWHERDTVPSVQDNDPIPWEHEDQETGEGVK
TEAD-YAP block – TEAD-YAP interaction inhibition | HEK-TIYL cells, TEAD-Gal4/YAP UAS-luciferase luminescence | inhibition, % at 9.12 µM | 640,000 tested, 1.4% active; in the data active means inhibition above about 32%;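 further: 0% = median of test compound wells and 100% = reference inhibitor wells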
MITF inh – human MITF inhibition, primary screen | AlphaScreen MITF homodimerization, bead proximity signal | 650,000 tested, 0.91% active | inhibition, % at 2.6 µM | O75030 | AID 1259374; in the data active means inhibition above about 50%;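 further: 0% = vehicle wells with protein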
Target sequence (O75030 whole entry, looked up): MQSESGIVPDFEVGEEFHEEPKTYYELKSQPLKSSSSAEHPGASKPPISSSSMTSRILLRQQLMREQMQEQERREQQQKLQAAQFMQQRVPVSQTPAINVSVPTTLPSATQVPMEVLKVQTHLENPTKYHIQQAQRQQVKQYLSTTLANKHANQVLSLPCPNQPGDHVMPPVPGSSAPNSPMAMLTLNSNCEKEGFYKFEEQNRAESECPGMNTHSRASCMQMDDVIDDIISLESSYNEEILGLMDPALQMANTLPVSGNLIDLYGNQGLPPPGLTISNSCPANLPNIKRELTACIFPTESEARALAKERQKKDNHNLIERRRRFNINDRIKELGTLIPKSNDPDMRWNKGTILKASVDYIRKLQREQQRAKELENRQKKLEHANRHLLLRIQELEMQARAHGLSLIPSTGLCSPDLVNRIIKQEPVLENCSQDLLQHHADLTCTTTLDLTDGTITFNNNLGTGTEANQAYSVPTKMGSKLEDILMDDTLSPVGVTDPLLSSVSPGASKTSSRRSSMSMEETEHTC
* = called active by the depositor; & = joins results of further samples.

O=[N+]([O-])c1ccc(C2Nc3c(cccc3C(F)(F)F)C3C=CCC32)cc1 (stereo unspecified) was read as FBW7 activator -0.2, GPR151 ag 0.7, TEAD-YAP block -6 and MITF inh -9.
COCCC1CCCCN1C(=O)CC1(c2cccc(OC)c2)CC(=O)N(CCOC)C1=O (stereo unspecified) was read as FBW7 activator -0.1, GPR151 ag -0.9, TEAD-YAP block -5 and MITF inh -7.
Screening Cc1cc(Br)ccc1OCCOCCn1ccnc1 returned FBW7 activator 0.4, GPR151 ag -2.2, TEAD-YAP block -6 and MITF inh 63*.
For O=[N+]([O-])c1ccc2c(c1)N=C(NNc1ccccn1)CO2 the results were FBW7 activator 0.0, GPR151 ag 1.0, TEAD-YAP block -10 and MITF inh 5.
Screening CCOc1cc2c(cc1OCC)C(c1cc(C)ccc1C)NCC2 (stereo unspecified) returned FBW7 activator 0.0, GPR151 ag -0.7, TEAD-YAP block 8 and MITF inh 9.
For CCn1ccnc1CN1CCCC(CNC(=O)c2cccc3ccccc23)C1 (stereo unspecified) the results were FBW7 activator -0.1, GPR151 ag 3.7, TEAD-YAP block -4 and MITF inh 4.
c1coc(-c2ccc3cnc(Nc4ccc(-n5cnc(N6CCOCC6)n5)cc4)nc3c2)n1 was read as FBW7 activator -0.8, GPR151 ag 0.4, TEAD-YAP block -8 and MITF inh 10.
For CC(Sc1nnc2c(n1)[nH]c1ccccc12)C(=O)N1CCCCCC1 (stereo unspecified) the results were FBW7 activator 0.8, GPR151 ag -1.3, TEAD-YAP block 9 and MITF inh 8.
Screening CSC1=C(C#N)C(c2cccc3ccccc23)CC(=O)N1 (stereo unspecified) returned FBW7 activator -0.2, GPR151 ag -0.6, TEAD-YAP block -1 and MITF inh 2.
Screening COc1cc(-c2nc3ccccc3c(=O)n2Cc2ccc(Cl)cc2)cc(OC)c1OC returned FBW7 activator 0.1, GPR151 ag -1.2, TEAD-YAP block -16 and MITF inh 13.
Screening CCN(CC)CCN(CC)Cc1ccc(N(C)C)cc1 returned FBW7 activator -0.2, GPR151 ag -0.1, TEAD-YAP block -1 and MITF inh 3.
Screening CCCOc1ccccc1C1NC(=S)NC(C)=C1C(=O)OCC (stereo unspecified) returned FBW7 activator -0.2, GPR151 ag -0.4, TEAD-YAP block 9 and MITF inh 13.
Screening CCOc1ccccc1Nc1ccc(C(=O)O)cc1NC(C)=O returned FBW7 activator 0.0, GPR151 ag -1.0, TEAD-YAP block -7 and MITF inh 15.
For Cc1cccc(NC(=O)Cn2cnc3ccccc3c2=O)n1 the results were FBW7 activator -0.1, GPR151 ag 0.1, TEAD-YAP block 1 and MITF inh 0.
CCC1(CCC(=O)N2CCc3sccc3C2)CCC(=O)N1 (stereo unspecified) was read as FBW7 activator 0.3, GPR151 ag -1.0, TEAD-YAP block 5 and MITF inh 5.
Cc1ccc(OCCN2CCN(C)CC2)c([N+](=O)[O-])c1 was read as FBW7 activator -0.1, GPR151 ag 2.2, TEAD-YAP block -10 and MITF inh 76*.
Screening CCc1ccc(-c2csc(NC(=O)CSCC(=O)Nc3nccs3)n2)cc1 returned FBW7 activator 0.0, GPR151 ag 3.2, TEAD-YAP block 1 and MITF inh -2.
For C/C1=C\CCC(=O)C2CC(C)(C)C2CC1 (stereo unspecified) the results were FBW7 activator 0.5, GPR151 ag 1.1, TEAD-YAP block -1 and MITF inh 7.
Screening CCOC(=O)c1ccc2nc(NC(=O)c3c(Cl)cnn3C)sc2c1 returned FBW7 activator 0.1, GPR151 ag -0.8, TEAD-YAP block -34 and MITF inh -1.
Cc1ccc(-c2nc3ccccc3s2)cc1NC(=O)c1ccccc1C was read as FBW7 activator 0.0, GPR151 ag -1.3, TEAD-YAP block -6 and MITF inh 10.
Screening CCOC(=O)c1cccc(NC(=O)c2c(C)nc3ccccn23)c1 returned FBW7 activator 0.4, GPR151 ag 0.1, TEAD-YAP block -48 and MITF inh -4.
Screening O=C1c2ccccc2C(=O)N1CCCCSc1nc2sc3c(c2c(=O)n1-c1ccccc1)CCCC3 returned FBW7 activator 0.6, GPR151 ag -0.5, TEAD-YAP block 10 and MITF inh 16.
`O=C(NCCc1ccccc1)c1sc2ccccc2c1Cl` gave FBW7 activator 0.1, GPR151 ag -0.9, TEAD-YAP block -50 and MITF inh 7.
`O=C(c1ccc(-c2ccc(Cl)cc2)o1)N1CCN(c2ccc([N+](=O)[O-])cc2Cl)CC1` gave FBW7 activator -0.2, GPR151 ag -0.3, TEAD-YAP block -11 and MITF inh -2.
`Cc1ccc(NS(=O)(=O)c2ccc(OCC(=O)N3CCCC3)cc2)cc1` gave FBW7 activator 0.0, GPR151 ag 2.1, TEAD-YAP block 6 and MITF inh 5.
Screening O=C(c1nc2ccccn2c1CN1CCCC(CN2CCCC2)C1)N1CCOCC1 (stereo unspecified) returned FBW7 activator 0.0, GPR151 ag 1.8, TEAD-YAP block 4 and MITF inh 11.
Screening CN(C)C(=O)NC(Nc1sc2c(c1C(N)=O)CCCC2)(C(F)(F)F)C(F)(F)F returned FBW7 activator -0.3, GPR151 ag -0.2, TEAD-YAP block -3 and MITF inh 11.
CC1Cc2ccccc2N1S(=O)(=O)c1nnc(NC(=O)c2ccc(Cl)cc2)s1 (stereo unspecified) was read as FBW7 activator 0.2, GPR151 ag 0.3, TEAD-YAP block 14 and MITF inh -2.
`COc1ccc(CNCCc2ccc3c(c2)OCO3)c2ccccc12` gave FBW7 activator -0.2, GPR151 ag 0.6, TEAD-YAP block -1 and MITF inh 20.
CSC1=NCCN1C(=O)c1ccc(F)c(F)c1 was read as FBW7 activator -0.2, GPR151 ag 0.0, TEAD-YAP block -2 and MITF inh 3.

A draw from above in order of length of the SMILES, highest first.
For CCn1ccnc1CN1CCCC(CNC(=O)c2cccc3ccccc23)C1 (stereo unspecified) the results were FBW7 activator -0.1, GPR151 ag 3.7, TEAD-YAP block -4 and MITF inh 4.
Screening CCOC(=O)c1cccc(NC(=O)c2c(C)nc3ccccn23)c1 returned FBW7 activator 0.4, GPR151 ag 0.1, TEAD-YAP block -48 and MITF inh -4.
`COc1ccc(CNCCc2ccc3c(c2)OCO3)c2ccccc12` gave FBW7 activator -0.2, GPR151 ag 0.6, TEAD-YAP block -1 and MITF inh 20.
Screening CSC1=C(C#N)C(c2cccc3ccccc23)CC(=O)N1 (stereo unspecified) returned FBW7 activator -0.2, GPR151 ag -0.6, TEAD-YAP block -1 and MITF inh 2.
Screening CCOc1ccccc1Nc1ccc(C(=O)O)cc1NC(C)=O returned FBW7 activator 0.0, GPR151 ag -1.0, TEAD-YAP block -7 and MITF inh 15.
Screening CCN(CC)CCN(CC)Cc1ccc(N(C)C)cc1 returned FBW7 activator -0.2, GPR151 ag -0.1, TEAD-YAP block -1 and MITF inh 3.
For C/C1=C\CCC(=O)C2CC(C)(C)C2CC1 (stereo unspecified) the results were FBW7 activator 0.5, GPR151 ag 1.1, TEAD-YAP block -1 and MITF inh 7.

Next part:
`COc1cc(Br)cc(/C=C2/NC(=O)NC2=O)c1OC` gave FBW7 activator 0.1, GPR151 ag -1.2, TEAD-YAP block -15 and MITF inh -6.
C=CCSc1nc2c(c(=O)[nH]c(=O)n2C)n1Cc1ccc(Cl)cc1 was read as FBW7 activator 0.0, GPR151 ag -1.1, TEAD-YAP block -10 and MITF inh 18.
C=CCNC(=O)/C(=C/c1ccc2c(c1)OCO2)NC(=O)c1ccccc1OC was read as FBW7 activator 0.1, GPR151 ag -1.0, TEAD-YAP block 11 and MITF inh 0.
Screening COc1cc(/C=C2/C(=O)N(c3cccc(Br)c3)N=C2C)cc(OC)c1O returned FBW7 activator -0.8, GPR151 ag -0.7, TEAD-YAP block -3 and MITF inh 4.
For CSCCOC(=O)C1=C(C)NC(=O)NC1c1ccccc1C (stereo unspecified) the results were FBW7 activator -0.1, GPR151 ag -0.1, TEAD-YAP block -3 and MITF inh -4.
For Cc1noc(NS(=O)(=O)c2ccc(N/C=C/C(=O)c3ccc4ccccc4c3)cc2)c1C the results were FBW7 activator -0.1, GPR151 ag -0.6, TEAD-YAP block 1 and MITF inh 1.
CC(=O)c1sc(N2N=C(c3ccc(CC(C)C)cc3)CC2c2ccco2)nc1C (stereo unspecified) was read as FBW7 activator 0.0, GPR151 ag -0.4, TEAD-YAP block 3 and MITF inh 3.
For COC(=O)c1cc(Br)ccc1NC(=O)Nc1ccc(OC)cc1 the results were FBW7 activator -0.1, GPR151 ag 0.4, TEAD-YAP block 8 and MITF inh -13.
`COc1ccc(CNCCC2CCC(=O)N2CC(c2ccncc2)N2CCOCC2)cc1` (stereo unspecified) gave FBW7 activator 0.1, GPR151 ag 1.2, TEAD-YAP block -1 and MITF inh 12.
Screening Cn1cc(S(=O)(=O)N2CCCC2)cc1C(=O)NCCc1ccccc1 returned FBW7 activator 0.0, GPR151 ag 4.8, TEAD-YAP block 0 and MITF inh 2.
Screening COc1ccc(NC(=O)CSc2nc3ccccc3c(=O)[nH]2)cc1 returned FBW7 activator 0.0, GPR151 ag 3.1, TEAD-YAP block -5 and MITF inh 7.
CC1Cc2nn(-c3ccccc3)c(-c3cccnc3)c2C(=O)C1C (stereo unspecified) was read as FBW7 activator 0.1, GPR151 ag 0.0, TEAD-YAP block 11 and MITF inh 18.
For CCN1CCN(c2cc(C)c3cc(NC(=O)/C=C/c4ccc5c(c4)OCO5)ccc3n2)CC1 the results were FBW7 activator 1.1, GPR151 ag -0.3, TEAD-YAP block -22 and MITF inh 11.
CC(C)Cn1c(N)c(C(=O)CCl)c(=O)n(C)c1=O was read as FBW7 activator 0.0, GPR151 ag 0.2, TEAD-YAP block -6 and MITF inh 1.
For N#CC1=C(N)N(c2ccc([N+](=O)[O-])cc2)C2=C(C(=O)CCC2)C1c1cccs1 (stereo unspecified) the results were FBW7 activator 0.0, GPR151 ag 1.8, TEAD-YAP block -3 and MITF inh 2.
Screening CCCC(=O)Nc1ccc(C(=O)Nn2cnnc2)cc1 returned FBW7 activator 0.1, GPR151 ag 0.0, TEAD-YAP block -3 and MITF inh 11.
`CSc1nnc(C)c(=O)n1COC(=O)COc1ccc(F)cc1` gave FBW7 activator -0.2, GPR151 ag 0.8, TEAD-YAP block -8 and MITF inh -4.
Cc1ccc(NC(=O)c2sc3ncn(CC(=O)N4CCCC4)c(=O)c3c2C)c(Br)c1 was read as FBW7 activator 0.0, GPR151 ag -0.7, TEAD-YAP block -14 and MITF inh 14.
For COc1ccc2cc(C(=O)N/N=C/c3ccc(C)cc3O)ccc2c1 the results were FBW7 activator -0.1, GPR151 ag 1.1, TEAD-YAP block 5 and MITF inh 5.
`CCOc1ccc(C2C(C(=O)Nc3ccccn3)=C(C)NC3=C2C(=O)CCC3)cc1` (stereo unspecified) gave FBW7 activator -0.1, GPR151 ag 1.0, TEAD-YAP block -19 and MITF inh 8.
Screening O=C(Cc1cccc2ccccc12)Nc1ccc2nc(SCC(=O)NC3CCCCC3)sc2c1 returned FBW7 activator -0.1, GPR151 ag 0.1, TEAD-YAP block 8 and MITF inh -4.
Screening CCN(CC)S(=O)(=O)c1ccc(F)c(C(=O)Nc2cc(Cl)ccc2Cl)c1 returned FBW7 activator -0.1, GPR151 ag 2.3, TEAD-YAP block 5 and MITF inh 1.
Screening NC(=S)N/N=C/c1cccc([N+](=O)[O-])c1 returned FBW7 activator -0.2&-0.2, GPR151 ag 1.3&3.1, TEAD-YAP block 11&12 and MITF inh -3&0.
CC1CCCCN1c1nc(Cl)nc(N2CCCCC2C)n1 (stereo unspecified) was read as FBW7 activator 0.0, GPR151 ag -0.8, TEAD-YAP block -2 and MITF inh -11.
Screening NC(=O)c1ccc(NC(=O)COC(=O)c2cccc(OC(F)F)c2)cc1 returned FBW7 activator 0.0, GPR151 ag 0.8, TEAD-YAP block -1 and MITF inh 10.
For C[C@H]1C(=O)N2CCN(C(=O)Oc3cccc4ccccc34)C[C@@H]2C(=O)N1C the results were FBW7 activator 0.1, GPR151 ag 1.7, TEAD-YAP block -3 and MITF inh 1.
Screening CCCOc1ccc(CNCCCN2CCOCC2)cc1OCC returned FBW7 activator -0.1, GPR151 ag 0.6, TEAD-YAP block 2 and MITF inh 3.
Screening O=C(NCc1cccnc1)c1ccnc(NCc2ccc3c(c2)OCO3)c1 returned FBW7 activator 0.1, GPR151 ag 4.2, TEAD-YAP block -2 and MITF inh 18.
CCCCS(=O)(=O)CC(O)CSc1nc(-c2ccc(C)cc2)cc(-c2ccccc2)c1C#N (stereo unspecified) was read as FBW7 activator 0.0, GPR151 ag -1.9, TEAD-YAP block -2 and MITF inh 1.
CCCCCNC(=O)c1ccc2c(=O)n(CCOC)c(=S)[nH]c2c1 was read as FBW7 activator 0.0, GPR151 ag -0.3, TEAD-YAP block 7 and MITF inh 0.
O=C(NCc1cccs1)c1ccc(N2CC3CC(C2)c2cccc(=O)n2C3)c(NC(=O)c2ccncc2)c1 (stereo unspecified) was read as FBW7 activator -0.1, GPR151 ag -1.5, TEAD-YAP block -3 and MITF inh 0.

Compound activity deposited in PubChem BioAssay by The Scripps Research Institute Molecular Screening Center.
